14-3-3g Raf = 14-3-3 gamma protein interaction modulation; inhibition, % at 40 µM; P61981; FP, 14-3-3gamma / TMR-pS259-Raf peptide binding; actives 0.19% (n = 160,000); AID 422; in the data active means inhibition above about 30%;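 further: 0% = protein plus tracer without compound and 100% = blank with tracer alone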
Target sequence (P61981 whole entry, looked up): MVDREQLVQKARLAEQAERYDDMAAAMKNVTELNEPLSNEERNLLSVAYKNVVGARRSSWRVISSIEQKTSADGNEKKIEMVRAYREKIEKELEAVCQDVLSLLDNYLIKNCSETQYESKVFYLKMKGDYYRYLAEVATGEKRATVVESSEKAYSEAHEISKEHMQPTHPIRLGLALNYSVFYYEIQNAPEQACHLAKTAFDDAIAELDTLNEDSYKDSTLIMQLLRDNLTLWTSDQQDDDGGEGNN
* hit, by the source's call; & = joins results of further samples.

SMILES | 14-3-3g Raf
CCOc1cccc2cc(-c3csc(NC(=O)CCC(=O)N4CCN(C)CC4)n3)c(=O)oc12 | 2&-6
COc1ccc(C2CC(=O)C3=C(C2)NC(C)=C(C(=O)OC(C)C)C3c2ccc(F)cc2)cc1OC (stereo unspecified) | 7
Clc1ccc(-c2nc3ccc(Cl)cn3c2Nc2ccc3c(c2)OCO3)cc1 | 6
O=C1CC(N2CCC(O)(c3ccc(Cl)cc3)CC2)C(=O)N1 (stereo unspecified) | 4
Cc1nc(N2CCCC(C)C2)c2c(C)c(C)sc2n1 (stereo unspecified) | 4
O=C(CCCSc1nc2sc3c(c2c(=O)[nH]1)CCC3)NCCCO | 6
Cc1ccc(N2C(=O)CSC23C(=O)Nc2ccccc23)cc1Cl (stereo unspecified) | -18
Cc1ccoc1C(=O)NCCCNC(=O)c1occc1C | -1
CCSc1nc2ccccc2n1CCOc1ccccc1 | -11
O=C(Nc1cccc2ncccc12)c1csc2c1CCCC2 | -9
CCc1nnc(NC(=O)C2CC(=O)N(Cc3ccco3)C2)s1 (stereo unspecified) | -2
COc1cccc(C2NC(C(=O)O)CS2)c1 (stereo unspecified) | 4
Cc1[nH]nc(-n2cccn2)c1[N+](=O)[O-] | -16
c1ccc(Cc2nnc3sc(-c4cccs4)nn23)cc1 | 4
O=C(CC1(O)C(=O)Nc2ccc(Cl)cc21)c1ccc(Cl)cc1 (stereo unspecified) | -11
CCOc1ccccc1C1C2C(=O)N(c3ccccc3)C(=O)C2ON1c1ccccc1 (stereo unspecified) | -10
CCOCCn1c(CN2CCCCC2C)nc2c1c(=O)n(C)c(=O)n2C (stereo unspecified) | -4&3
CCC(C)OC(=O)C1=C(C)NC2=C(C(=O)CC(c3ccc(Cl)cc3)C2)C1c1cccc(OC)c1OC (stereo unspecified) | -8
CC(=O)Oc1ccc2c(c1)oc(=O)c1ccccc12 | -10
CCc1ccc(NS(=O)(=O)c2ccc3[nH]cc(C(=O)N4CCCCC4)c(=O)c3c2)cc1 | -4
CCN1C(=O)c2ccccc2Sc2ccc(C(=O)NC3CCCC3)cc21 | -4
O=C(CSc1nnc(Cc2cccs2)n1Cc1ccco1)Nc1cccc(Cl)c1 | -2
OCCNc1nc(-c2cccnc2)nc2ccccc12 | -7
Cc1ccccc1CN1C2=NCCN2c2ccccc21 | 4
O=C(Nc1cccc(Cl)c1)C1c2ccccc2C(=O)N2CCc3ccccc3C12 (stereo unspecified) | 5
CC1(C)Cc2c(ccc3ccccc23)C2=CC(=O)C(=O)N21 | -63
O=C(Nc1ccccc1Cl)c1ccc(F)c(S(=O)(=O)NC2CCCCCC2)c1 | 0
O=C1C(C=NCCc2c[nH]c3ccccc23)C(C(F)(F)F)=NN1c1nc2ccccc2s1 (stereo unspecified) | -5
CC1=C(C(=O)OCc2ccccc2)C(C=Cc2ccccc2)N2C(=O)CCSC2=N1 (stereo unspecified) | 1
COc1cc(N2C(=O)c3ccc(F)cc3C2=O)cc(OC)c1OC | 1
CCN(Cc1ccccc1)S(=O)(=O)c1ccc(F)c(C(=O)Nc2ccc(C)cc2)c1 | 7
O=C(NCC(c1cccnc1)N1CCN(c2ccccc2F)CC1)c1ccccc1 (stereo unspecified) | -10
COC(=O)c1ccc2c(c1)NC(=O)CS2 | -2
COc1ccc(C(=O)Nc2ncnc3sc4c(c23)CCCC4)cc1OC | -2
COc1ccc(CCNc2nc3ccccc3nc2NS(=O)(=O)c2ccc(C)cc2)cc1OC | -10
CCOC(=O)C1=CN(Cc2ccc(Cl)cc2)C=C(C(=O)OCC)C1c1cc2c(cc1Br)OCO2 | -2
COCCCNC(=O)C1CCCCN1S(=O)(=O)c1ccc(F)cc1 (stereo unspecified) | -5
CCSc1nnc2c3c4c(sc3nc(C)n12)CCCC4 | -19
CCCOC(=O)C1=C(C)NC2=C(C(=O)CCC2)C1c1ccc(O)c(OC)c1 (stereo unspecified) | -18
COc1cc(Nc2nc(C)nc3sc(C)cc23)cc(OC)c1OC | -7
CC(=O)c1ccc(N2CCN(C(=O)Cc3ccc(-n4c(=O)[nH]c5ccsc5c4=O)cc3)CC2)cc1 | 0
CCCOc1ccc(N2C(=O)CC(NCCc3ccccc3F)C2=O)cc1 (stereo unspecified) | -2
CCSc1nnc2c(n1)OC(c1ccc3ccccc3c1)Nc1ccccc1-2 (stereo unspecified) | 139*
COc1ccc(NS(=O)(=O)c2ccc3[nH]c(=O)c(=O)[nH]c3c2)cc1Cl | -36
COc1ccc(C(=O)Nc2ccccc2)cc1S(=O)(=O)Nc1cccc(C)c1 | -5
CC1=C(C(=O)Nc2cccc(Cl)c2)C(c2ccc([N+](=O)[O-])cc2)NC(=O)N1 (stereo unspecified) | 5
O=C(Nc1ccc2c(c1)OCCO2)NC1(C(F)(F)F)Oc2ccccc2O1 | 5
O=c1[nH]c2cc3ccccc3c(=O)n2c2sc3c(c12)CCCC3 | -1
CS(=O)(=O)N(Cc1ccccc1)c1ccc(C(=O)Nc2ccccc2)cc1 | -1
O=C(CN1CCN(C(=O)c2cccc(F)c2)CC1)NC1CCCCC1 | -6
COc1ccc(-c2c(C)nn3c(N4CCC(C(=O)NCCN(C)C)CC4)cc(C)nc23)cc1OC | -4
CS(=O)(=O)N(CC(=O)Nc1ccc2c(c1)OCO2)Cc1ccccc1 | -6
Cc1cc(C)cc(N=c2c([N+](=O)[O-])nn(-c3ccccc3)n2O)c1 | -3
CCN(CC)S(=O)(=O)c1ccc(C(=O)N2CCN=C2SCc2cc(C)ccc2C)cc1 | -1
O=C(O)c1ccc(NC(=O)c2ccccc2NC(=O)c2ccccc2Cl)cc1 | 9
S=c1[nH]sc(=S)[nH]1 | -5
Cc1ccc(SC/C(O)=C(\C#N)c2nc3ccccc3s2)cc1 | -3
CC1CC(C(F)(F)C(F)(F)F)n2nc(C(=O)O)cc2N1 (stereo unspecified) | 7
CCCN1CCCc2cc(CN)ccc21 | 6
Cc1cccc(N2C(=O)C(Cl)=C(Cl)C2=O)c1C | -5

Arranged by SMILES length (lowest first): some entries from above
SMILES | 14-3-3g Raf
CCCN1CCCc2cc(CN)ccc21 | 6
CCSc1nnc2c(n1)OC(c1ccc3ccccc3c1)Nc1ccccc1-2 (stereo unspecified) | 139*
CS(=O)(=O)N(Cc1ccccc1)c1ccc(C(=O)Nc2ccccc2)cc1 | -1

Further compounds.
SMILES | 14-3-3g Raf
COC(=O)[C@H](C)NC(=O)Nc1ccc(Oc2ccccc2)cc1 | -9
COC(=O)c1ccc(NC(=O)CCNS(=O)(=O)c2cccc3nsnc23)cc1 | -1
Cc1cc(OCc2nc(-c3cccnc3)no2)cc(C)c1Br | -17
O=C(Cn1nnc(-c2ccncc2)n1)Nc1ccc2c(c1)CCC2 | -9
Cc1ccnc(NS(=O)(=O)c2ccc(NC(=O)c3ccccc3)cc2)n1 | -3
COc1ccc(-c2noc(CCC(=O)Nc3ccc4c(c3)OCCO4)n2)cc1 | 1
O=C(NCCN=C1NS(=O)(=O)c2ccccc21)c1ccc(F)cc1 | 0
Cc1ccc(C(=O)Nc2sc3c(c2C(=O)N2CCCCCC2)CCCC3)cc1 | -13
Nc1ccc2oc(-c3ccc(-c4nc5cc(N)ccc5o4)cc3)nc2c1 | -7
COc1ccc(C2=NOC(Cn3c(Cc4ccc(Cl)cc4)nc4c3c(=O)n(C)c(=O)n4C)C2)cc1 (stereo unspecified) | 4
CCOC(=O)N1CCC(NC(=O)c2cc3c(-c4ccccc4F)nn(C)c3s2)CC1 | -1
COC(=O)c1c(NC(=O)CSc2nnc3sc4ccccc4n23)sc(Cl)c1-c1ccccc1 | -25
CN(C)C(=O)CSc1nnc(-c2cc(-c3cccs3)nc3ccccc23)o1 | -2
COc1ccc(C2C(=O)N(C3CCC(C)CC3)CC(=O)N2Cc2ccc(F)cc2)cc1OC (stereo unspecified) | -6
NS(=O)(=O)c1ccc(-n2c(-c3cccs3)n[nH]c2=S)cc1 | -4
COC(=O)CC1Sc2ccccc2NC1=O (stereo unspecified) | 5&7
C=CCn1c(SCc2ccccc2)nnc1-c1cccc([N+](=O)[O-])c1 | 0
Cn1c(=O)c2c(-c3ccccc3)n(C3CCCCC3)cc2n(C)c1=O | -1&-2
Cc1nc2sc(C(c3cccc(F)c3)N3CCN(C(=O)c4ccco4)CC3)c(O)n2n1 (stereo unspecified) | 2
Cc1ccc(CNC(=O)CSc2nc(NC3CCCCC3)c3ccccc3n2)cc1 | -6
CC(=O)c1cc(C)ccc1OC(=O)c1cccc2nc(C)oc12 | -7&-6
Cc1ccnc(NS(=O)(=O)c2cc(C(C)(C)C)c(F)c(C(C)(C)C)c2)c1 | 0
CCOc1cc(OCC)cc(C(=O)Nc2cc3nn(-c4ccc(C)cc4)nc3cc2C)c1 | 3
Cc1ccc(/C=N/n2cnc3sc4c(c3c2=O)CCCC4)o1 | -9
CC(=O)Nn1c(COc2ccccc2C)nc2ccccc2c1=O | -6
N#Cc1ccccc1Cn1c(=O)n(-c2ccc(F)cc2)c(=O)c2sccc21 | 4
COc1ccc(C(=O)NCc2n[nH]c(=S)n2-c2ccccc2)cc1OC | -3
CCCCOCCCn1c(-c2ccco2)nc2nc3ccccc3nc21 | -70
CCC(=O)N1c2ccccc2NC2=C(C(=O)CC(c3cc(OC)c(OC)c(OC)c3)C2)C1c1ccc(OC)c(OC)c1 (stereo unspecified) | -2
C=CCn1c(SCCC)nc2sc3c(c2c1=O)CCCCC3 | -3
COc1ccc(OCc2nnc3n2N=C(c2ccc(C)cc2)CS3)cc1 | 0
Cc1ccccc1Oc1nnc(-c2cccs2)c2ccccc12 | -6
COC(=O)c1ccc(OCC2c3cc(OC)c(OC)cc3CCN2C(=O)C(C)(C)C)cc1 (stereo unspecified) | -1
Cc1oc(C(C)(C)C)cc1C(=O)Nc1cccc2ccccc12 | -2
Cc1nc(-c2ccccc2O)n(S(=O)(=O)N(C)C)n1 | -1
CCC(C)[C@H](NC(=O)NC1CC1)C(=O)O (stereo partly specified) | 1
CC1CCCCC1NC(=O)c1ccc(Sc2ccc(F)cc2)c([N+](=O)[O-])c1 (stereo unspecified) | -5
CCOc1ccc2nc(C)cc(Nc3ccc(OC)c(OC)c3)c2c1 | -10
COC(=O)c1sc(N)c(C(=O)OC)c1COC(=O)C1CC(=O)N(Cc2ccco2)C1 (stereo unspecified) | -12
COc1ccc(C(C(C(=O)c2ccco2)N2CCOCC2)N2CCOCC2)cc1 (stereo unspecified) | -3
CC(=O)c1cccc(NC(=O)CN(Cc2ccccc2)S(C)(=O)=O)c1 | -4
COc1ccc(NC(=O)CSc2nccc(C)n2)cc1 | -10
COc1ccccc1CNS(=O)(=O)c1ccc(F)c(C(=O)Nc2ccccc2OC)c1 | -8
CCOC(=O)c1cccc(NC(=O)c2cc3c(=O)oc4ccccc4c3s2)c1 | -14
Cc1ccc(C2C(C(=O)c3cccs3)=C(O)C(=O)N2CCCN2CCOCC2)o1 (stereo unspecified) | -7
Cc1cc(C)n(-c2nnc(C)n2N)n1 | -2
COc1ccccc1-c1cc(C(F)(F)F)nc(N2CCN(c3ccccc3OC)CC2)n1 | 1
O=C(Nc1nc2ccc([N+](=O)[O-])cc2s1)c1ccco1 | -32
Cn1c(=O)n(CCc2ccccc2)c(=O)c2c1ncn2Cc1ccccc1 | 2
NC(=O)c1cc2n(n1)C(C(F)(F)F)CC(c1ccco1)N2 (stereo unspecified) | 1
Cc1nc(=S)n(-c2ccccc2)[nH]1 | -9
COc1ccc(NC(=O)c2cccc(N3C(=O)c4ccc(C(=O)Nc5ccc(OC)cc5)cc4C3=O)c2)cc1 | -1
COc1cccc(C2CC(c3ccc(Cl)cc3Cl)n3nc(N)nc3N2)c1 (stereo unspecified) | -2
CCOC(=O)c1cc2c(=O)n3ccccc3nc2n(C(C)C)c1=NC(=O)COc1ccccc1 | -20
CC(C)Cc1ccc(S(=O)(=O)N2CCc3ccccc3C2)cc1 | -17
CC1(CCc2ccccc2)NC(=S)N(c2ccccc2)N1 (stereo unspecified) | -7
COc1ccc(C(=O)Nc2cc(-c3nc4ccccc4s3)ccc2C)cc1[N+](=O)[O-] | -20
CCc1ccccc1NC(=O)c1cc(S(=O)(=O)N(C)Cc2ccccc2)ccc1F | 4
Cn1nccc1C(=O)c1ccc(Cl)cc1 | -4
CSc1ccc(C2C3=C(CC(C)(C)CC3=O)Nc3ncnn32)cc1 (stereo unspecified) | 3

The closing 4 compounds of the part before come first, to join the parts.
SMILES | 14-3-3g Raf
COc1ccc(C(=O)Nc2cc(-c3nc4ccccc4s3)ccc2C)cc1[N+](=O)[O-] | -20
CCc1ccccc1NC(=O)c1cc(S(=O)(=O)N(C)Cc2ccccc2)ccc1F | 4
Cn1nccc1C(=O)c1ccc(Cl)cc1 | -4
CSc1ccc(C2C3=C(CC(C)(C)CC3=O)Nc3ncnn32)cc1 (stereo unspecified) | 3
CCOc1ccc(NC(=O)CN2CCN(CC(=O)Nc3cccc(F)c3)CC2)cc1 | -12
CCOC(=O)Cc1cc(-c2ccccc2O)nc2ccc3ccccc3c12 | -24
O=C(CNS(=O)(=O)c1cccs1)N1CCN(C2CCCCC2)CC1 | -6
CC1=C(C(N)=O)C(c2ccc(O)cc2)n2ncnc2N1 (stereo unspecified) | 4
Cc1ccc(N=c2oc3ccccc3cc2C(=O)Nc2nccs2)cc1 | 9
Cc1nnc(Nc2ccc(OCC(N)=O)cc2)c2ccccc12 | 0
Cc1ccc(-c2nc3cccc(O)c3nc2-c2ccc(C)cc2)cc1 | 6

Structures above shown as hits in 14-3-3g Raf:
SMILES | 14-3-3g Raf
CCSc1nnc2c(n1)OC(c1ccc3ccccc3c1)Nc1ccccc1-2 (stereo unspecified) | 139*

Six records picked at random from those above:
SMILES | 14-3-3g Raf
Cc1ccc(-c2nc3cccc(O)c3nc2-c2ccc(C)cc2)cc1 | 6
O=C(CNS(=O)(=O)c1cccs1)N1CCN(C2CCCCC2)CC1 | -6
CCOC(=O)Cc1cc(-c2ccccc2O)nc2ccc3ccccc3c12 | -24
Cc1ccc(N=c2oc3ccccc3cc2C(=O)Nc2nccs2)cc1 | 9
CCOc1ccc(NC(=O)CN2CCN(CC(=O)Nc3cccc(F)c3)CC2)cc1 | -12
Cc1nnc(Nc2ccc(OCC(N)=O)cc2)c2ccccc12 | 0

Only part of the results is shown. The share of hits here may be higher or lower than overall.
